Cneo AK release = Cryptococcus neoformans cell lysis inducers, primary screen, AK release luminescence, single concentration; lysis activity, % at 15 µM; 0.2% of 360,000 active; C. neoformans lysis, adenylate kinase release luminescence, 4 h; normalised: neutral wells 0, clomiphene wells 100;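 active = mean lysis activity across replicates of at least 80%, whatever share of replicates individually reach that level; inactive = mean lysis activity below 80%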
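Test system: log-phase Cryptococcus neoformans yeast cells. Input: 5 × 10^6 yeast cells/mL. Medium: fresh YPD growth medium. Doses: single dose. Incubation: static 4 h at 37 °C with compound, 1 h detection. Measured by: luminescent adenylate kinase detection reagent. Read-out: signal increase indicating cell lysis. Benchmarks: Clomiphene.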
esBAF inh = Bmi1 luciferase reporter increase in mESCs, primary screen, esBAF inhibitor project, mouse ES cells, Bmi1 luciferase knock-in, single point. 24 h; 100% = twice the neutral-well signal. reporter increase, % at 12.5 µM. 2% of 350,000 active. AID 602393, 2012; in the data active = activation above about 40%; inconclusive = no clear call, values can overlap the other calls;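 also: 0% = median of the plate's neutral control wells and 100% = double that signal; a rise in the Bmi1 reporter signal indicates esBAF inhibition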
SIRT5 block = SIRT5 desuccinylase inhibitors, primary screen, biochemical, fluorescence imaging, single point, set 5; AID 652115, 2013; Purified SirT5, succinyl-peptide AMC, trypsin-coupled fluorescence; 1.1% of 330,000 active; NAD-dependent protein deacylase sirtuin-5, mitochondrial (Homo sapiens), Q9NXA8; inhibition, % at 15 µM; in the data active = inhibition above about 15%; inconclusive = no clear call, values can overlap the other calls
Target sequence (Q9NXA8 whole entry, looked up): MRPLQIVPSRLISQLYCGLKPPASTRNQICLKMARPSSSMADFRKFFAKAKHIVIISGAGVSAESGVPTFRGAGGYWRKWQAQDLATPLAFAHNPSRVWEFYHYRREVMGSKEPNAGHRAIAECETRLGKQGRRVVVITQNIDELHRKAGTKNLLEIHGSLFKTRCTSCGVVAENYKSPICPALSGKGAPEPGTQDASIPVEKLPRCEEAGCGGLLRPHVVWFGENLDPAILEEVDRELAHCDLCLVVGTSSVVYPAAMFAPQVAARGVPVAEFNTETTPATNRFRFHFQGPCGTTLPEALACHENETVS
ARNT-TACC3 inh = disruptors of ARNT/TACC3 protein interaction, primary screen, biochemical, AlphaScreen, single concentration. 0.66% of 390,000 active. AID 623870, 2012. inhibition, % at 9.99 µM. Transforming acidic coiled-coil-containing protein 3 (Homo sapiens), Q9Y6A5. AlphaScreen His-ARNT PAS-B/GST-TACC3 binding, luminescence; TACC3 fragment carries E629A point mutation;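 active = mean inhibition of replicates at least 50% and at least half of replicates each reaching 50%; inconclusive = half or more replicates reach 50% but mean below 50%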;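 also: 0% = complete ARNT plus TACC3 wells and 100% = ARNT alone without TACC3; many hits fall short of the cut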
miR122 inh = miR-122 Renilla sensor signal increase in Huh7, primary screen, miR-122 inhibitor project, cell-based, single point, plate reader; Huh7 miR-122 Renilla luciferase sensor, 48 h; neutral wells = 0, positive control = 100; activation (reporter increase), % at 12.5 µM; 0.3% of 340,000 active; AID 602342, 2012;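 active = mean replicate activation score at least 90 and every replicate individually at or above 90; inconclusive = only one of the two criteria met; inactive = neither criterion met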;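 also: higher luciferase means less miR-122 activity so hits act as miR-122 inhibitors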
C2C12 statin = suppressors of statin myotoxicity in C2C12 myotubes, primary screen, cell-based, single point, plate reader; C2C12 myotubes + simvastatin, ATP luminescence, 48 h; scaled: DMSO 0, geranylgeraniol control 100; rescue of ATP level, % at 7.49 µM; 0.78% of 330,000 active;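 active = mean ATP rescue above about 67%, or every replicate alone reaching that limit, limit read from the data, passing the limit was not always enough; inconclusive = no clear call, values can overlap the other calls; inactive = mean under the limit and some replicate under it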;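 also: myotubes were challenged with 10 µM simvastatin during compound exposure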
ERp5 inh = inhibitors of ERp5-driven insulin aggregation, primary screen, biochemical, turbidity, absorbance 650 nm, single point | 90 min | Protein disulfide-isomerase A6 (Homo sapiens), Q15084 | inhibition, % at 9.99 µM | 0.05% of 350,000 active;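 active = mean replicate inhibition above about 25%, with every replicate also reaching it, limit read from the data, passing the limit was not always enough; inconclusive = only one of those two criteria met; inactive = neither criterion met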
Target sequence (Q15084 whole entry, looked up): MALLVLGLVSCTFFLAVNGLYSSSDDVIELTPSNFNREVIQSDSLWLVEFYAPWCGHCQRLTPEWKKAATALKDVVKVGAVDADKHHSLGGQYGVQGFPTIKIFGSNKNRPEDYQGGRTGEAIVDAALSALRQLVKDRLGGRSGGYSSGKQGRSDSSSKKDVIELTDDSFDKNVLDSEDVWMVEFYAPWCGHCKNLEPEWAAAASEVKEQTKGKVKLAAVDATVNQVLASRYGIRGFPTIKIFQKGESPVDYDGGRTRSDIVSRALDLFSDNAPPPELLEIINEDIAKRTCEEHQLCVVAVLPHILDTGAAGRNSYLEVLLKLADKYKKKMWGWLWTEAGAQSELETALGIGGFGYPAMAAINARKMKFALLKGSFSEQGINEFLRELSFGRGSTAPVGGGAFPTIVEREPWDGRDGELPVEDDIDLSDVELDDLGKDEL
Numbers without * were called inactive; ? = inconclusive; nt = not tested or not shown; & = joins results of further samples; [ ] = dose if it differs, or a comment.

SMILES	Cneo AK release	esBAF inh	SIRT5 block	ARNT-TACC3 inh	miR122 inh	C2C12 statin	ERp5 inh
O=C(Cn1nc(-c2nn(CC(=O)c3ccccc3)c3[n+]2CCCCC3)[n+]2c1CCCCC2)c1ccccc1	-2	nt	-3	nt	-4	nt	2
CC(=O)NC[C@@H]1[C@@H](c2ccc(-c3ccccc3)cc2)[C@@H](CO)N1C(=O)C1CCC1	1	1	7	-12	0[16.7 µM]	21	4
O=C(CSc1nccc(=O)[nH]1)Nc1ccccc1Sc1ccccc1	nt	nt	-3	-4	nt	nt	-4
O=C(Nc1ccc(Cl)cc1Cl)Nn1cnnc1	0	0	-3	nt	-4	-1	3
CN(C)c1cc(-c2ccccc2)nc(-c2ccccc2)n1	-1	-2	-3	-3	-2	-8	-2
COc1cccc(S(=O)(=O)N[C@@H]2C=C[C@H](CC(=O)NCc3ccncc3)O[C@@H]2CO)c1	-2	-4	2	-5	nt	1	9
Cc1ccc(N=Nc2c(N)nn(-c3ccccc3)c2N)cc1	nt	nt	2	2	nt	nt	-3
OC(C#CCCN1CCCCC1)(c1ccccc1)C1CCCCC1 (stereo unspecified)	nt	nt	-1	1	nt	nt	0
Cc1ccc(OCC(O)CN2CCN(c3ccccc3)CC2)cc1 (stereo unspecified)	-3	-4	nt	nt	2	-14	nt
O=S(=O)(Oc1ccccc1)c1cccnc1	nt	nt	-4	-11	nt	nt	6
O=C(NCc1ccccc1)/C(=N\O)c1ccccc1	1	33	nt	1	-7	4	nt
C=CCC(C(=O)Oc1c(C(C)(C)C)cc(C)cc1C(C)(C)C)c1ccccc1 (stereo unspecified)	0	-1	-1	-1	-1	-9	-5
CC1CCCN(S(=O)(=O)CCNC(=O)c2ccccc2)C1 (stereo unspecified)	nt	-1	2	-2	2	13	5
CC(C)C(O)(CC#CCN1CCCC1)c1ccccc1 (stereo unspecified)	nt	nt	1	1	1	nt	-1
C[C@@H]1CCCCO[C@H](CN(C)S(=O)(=O)c2cccs2)[C@H](C)CN([C@@H](C)CO)C(=O)c2cc(NC(=O)NC3CCCCC3)ccc2O1	2&-2	15&5	-6	22	2	4	-13
O=C(Nc1nc(-c2cccs2)c(C(=O)C(F)(F)F)s1)c1ccco1	nt	nt	6	-4	nt	nt	-4
Cn1cc(CN2CCCC(CO)(Cc3ccccc3)C2)c2ccccc21 (stereo unspecified)	3	-7	-1	nt	-1	0	-7
Cc1ccc(F)cc1NC(=O)CN1CCN(c2ccccn2)CC1	nt	nt	2	-11	nt	nt	3
O=C(c1ccc(F)cc1)N1CCCC(C(=O)N2CCCCC2)C1 (stereo unspecified)	-3	-8	0	-6	-4	42	-1
CC1=C(C(=O)Nc2ccccc2F)C(c2ccsc2)C2=C(CC(C)(C)CC2=O)N1 (stereo unspecified)	nt	nt	-3	-7	nt	nt	6
Cc1cc(C(=O)Nc2cccc3c2O[C@H](CN(C)C(=O)Nc2ccc(F)cc2)[C@H](C)CN([C@H](C)CO)C3=O)n(C)n1	-1	-3	-1	-6	-9[16.7 µM]	8	-3
Cn1nnc(NC(=S)NC(=O)c2ccc3ccccc3c2)n1	3	28	nt	nt	-5	2	4
C[C@@H]1CN([C@@H](C)CO)C(=O)Cc2cc(NS(=O)(=O)c3ccc(Cl)cc3)ccc2O[C@@H]1CN(C)C(=O)Nc1ccc(C(F)(F)F)cc1	4	1	-4	0	36[16.7 µM]	14	1
O=C(NCc1ccccc1CN1CCCC1)c1cccc(S(=O)(=O)N2CCCC2)c1	-2	2	8	nt	nt	5	-2
CCN1/C(=C/C=C/c2oc3ccc(-c4ccccc4)cc3[n+]2CC)Oc2ccc(-c3ccccc3)cc21	-7	-85	2	-26	-11	-97	-2
O=C(O)CCc1nc(-c2ccccc2Cl)no1	-3	0	nt	-2	-1	-4	nt
COc1ccc(CCNC(=O)Cc2c(Cl)cccc2Cl)cc1	nt	nt	-1	-6	nt	nt	1
Cn1c(=O)c2c(nc(SCCN3CCOCC3)n2Cc2ccc(Cl)cc2)n(C)c1=O	-2	2	1	4	-1	12	10
COc1cc([N+](=O)[O-])cc(/C=N/NC(=O)c2cncc(Br)c2)c1O	-1	-6	6	69*	2	30	1
Cc1cc(C)n2nc(CNS(=O)(=O)c3ccc([N+](=O)[O-])cc3)nc2n1	0	0	0	-3	2	-12	-1
CC(C)(C)c1cc(NC(=O)c2ccco2)n(-c2ccccc2)n1	nt	nt	0	-1	-2	nt	-1
CCc1nc2ccc(C(=O)NCCc3ccc(OC)c(OC)c3)cc2nc1CC	-2	-3	0	5	-3	10	5
Cc1cccc(C)c1NC(=O)N1CCC(c2nc3ccccc3o2)CC1	-3	13	nt	0	6	62	nt
COc1ccc(C(=O)NC2CCN(C(=S)NCCc3ccccc3)CC2)cc1	nt	nt	7	-5	nt	nt	-9
C[C@@H](NC(=O)C[C@H]1CC[C@H]2[C@@H](COC[C@@H](O)CN2C(=O)Nc2cccc(Cl)c2)O1)c1ccccc1	-5	8	2	7	7[16.7 µM]	-21	-4
COc1cccc(NC(=O)COC(=O)Cn2c(C)csc2=O)c1	1	0	1	-1	3	14	4
O=Cc1ccc(OCC(=O)NCC2CCCO2)cc1 (stereo unspecified)	6	3	12	12	-3	5	-2
COc1cc(C(=O)Nc2ccc(C)cc2C(NCC(=O)NN)c2ccccc2)cc(OC)c1OC (stereo unspecified)	2	-3	19*	-1	nt	1	6
C[C@@H]1CN([C@H](C)CO)C(=O)Cc2cc(NC(=O)NC3CCCCC3)ccc2O[C@@H]1CN(C)S(=O)(=O)c1cn(C)cn1	4	0	-2	-18	-6[16.7 µM]	-38	-3
O=c1[nH]c(Nc2ccc3c(c2)OCCO3)nnc1Cc1ccc(Cl)cc1	-1	nt	-2	-4	-1	nt	4
CC(C)CNC(=O)CN(C)S(=O)(=O)c1ccc(F)cc1	nt	nt	0	-3	nt	nt	3
COc1ccc(CNC(=O)C[C@H]2C(=O)N(Cc3ccccc3)C[C@@H]2Cc2ccccc2)cc1	0	-5	-4	0	1	16	13
CCn1c(SCC(=O)NCc2ccccc2)nc2nc3c(cc2c1=O)CCCC3	nt	nt	-1	-7	nt	nt	3
O=C(NCc1cccc(Br)c1)C1CC(c2ccccc2[N+](=O)[O-])=NO1 (stereo unspecified)	0	nt	nt	2	34	nt	-10
C[C@@H]1CCCCO[C@H](CN(C)Cc2ccc(C(=O)O)cc2)[C@@H](C)CN([C@@H](C)CO)C(=O)c2cc(NS(C)(=O)=O)ccc2O1	-1	4	-2	12	12[16.7 µM]	nt	-1
C[C@H](CO)N1C[C@H](C)[C@@H](CN(C)C)OCCCC[C@H](C)Oc2ccc(NC(=O)C3CCCCC3)cc2C1=O	46	0	2	-3	1[16.7 µM]	-28	0
O=C1CCNCCN1[C@H](CO)c1ccccc1	2	-8	nt	-2	-22	0	-1
O=c1[nH]c(C2CCN(S(=O)(=O)c3ccc([N+](=O)[O-])cc3)CC2)nc2c1nnn2Cc1ccccc1	6	-4	-2	8	-7	12	0
C[C@H](CO)N1C[C@H](C)[C@@H](CN(C)S(=O)(=O)c2ccccc2)Oc2ccc(NC(=O)CCC(F)(F)F)cc2C1=O	1&1	1&8	2&1	-11	2[16.7 µM]	-3&20	-2&0
c1cnn(-c2cc(N3CCOCC3)ncn2)c1	2	-4	nt	-5	-3	5	nt
CC1CCCCN1S(=O)(=O)c1ccc2c(c1)CCN2C(=O)C1CCC1 (stereo unspecified)	-1	29	-1	nt	2	nt	-11
O=C(CSc1cn(CCNC(=O)c2ccccc2F)c2ccccc12)NCC1CCCO1 (stereo unspecified)	2	8	-2	-4	1	-6	5
O=C(Cc1ccccn1)NCC[C@H]1CC[C@@H](NS(=O)(=O)c2ccc(Cl)cc2)[C@H](CO)O1	5	1	-1	-2	nt	-1	6
COc1ccc(-c2ccc([C@@H]3[C@@H](CO)N(C(=O)c4cccnc4)[C@H]3C#N)cc2)cc1	0	-7	-1	-2	nt	-3	2
Cc1nc(=O)c(-c2ccccc2)c(C)n1-c1ccc(C(=O)O)cc1	1	0	nt	-8	0	9	nt
COC(=O)CC1C(=O)NCCN1C(=S)Nc1ccc(F)cc1 (stereo unspecified)	4	nt	-17	-6	nt	nt	4
Cc1ccc(-n2nc3c(=O)n(CCCC(=O)NCCc4ccccc4)nc(C)c3c2C)cc1	-8	5	-2	-1	-1	-9	1
O=C(C1CCN(S(=O)(=O)Cc2ccccc2)CC1)N1CCCc2ccccc21	-1	7	nt	-4	0	6	nt
COc1cccc2cc(C(=O)N3CCCCC3C)c(=O)oc12 (stereo unspecified)	0	-3	nt	1	-1	-60	nt
CC(C)(C)S(=O)(=O)N1C[C@H]2CC/C=C\C/C=C\2[C@@H]1CCO	-4	2	-4	nt	-6	-2	4

Next records:
SMILES	Cneo AK release	esBAF inh	SIRT5 block	ARNT-TACC3 inh	miR122 inh	C2C12 statin	ERp5 inh
CCN1[C@@H]2c3ccc(C4=CCCC4)c(=O)n3C[C@@H]2[C@@H](CO)[C@@H]1C(=O)NCc1ccccn1	1	-5	-16	18	6[16.7 µM]	5	-2
N#Cc1cccc(S(=O)(=O)Nc2c(NC3CCCCC3)c3ccccc3oc2=O)c1	3	5	nt	0	-2	31	nt
Cc1nnc(CN(C)C(=O)CC2C(=O)NCCN2Cc2ccccc2C)o1 (stereo unspecified)	-3	-1	0	16	-4	-1	-2
COc1ccc(S(=O)(=O)N2CCOC2CNC(=O)C(=O)NCc2ccncc2)cc1C (stereo unspecified)	-1	nt	-4	0	6	nt	6
Cc1nnc(NC(=O)c2c(-c3ccccc3Cl)noc2C)s1	nt	nt	-8	-2	nt	nt	?
CCCC#Cc1ccc2c(c1)O[C@@H](CN(C)S(=O)(=O)c1cccc(F)c1)[C@H](C)CN([C@@H](C)CO)S2(=O)=O	4	3	0	-2	-3[16.7 µM]	-35	-2
CN1C(=O)c2cc(NC(=O)C3CCCC3)ccc2OC[C@H]2O[C@H](CC(=O)Nc3ccccc3)CC[C@@H]21	-5	-2	-2	9	-1[16.7 µM]	-6	-5
Cc1cccc(OC2(c3ccccc3)OC(=O)c3ccccc32)c1C (stereo unspecified)	1	-3	nt	2	7	-11	nt
O=C(COc1ccccc1F)Nc1ccc(S(=O)(=O)N2CCCC2)cc1	0	2	1	nt	nt	4	7
COC(=O)c1cc(-c2ccc(F)cc2)n(-c2ccccc2)n1	7	-9	-12	0	23	5	1
CC(=O)NC(CC(=O)Nc1nc(-c2ccc(N(C)S(C)(=O)=O)cc2)cs1)c1ccccc1 (stereo unspecified)	-2	0	0	0	nt	-19	1
CN(c1ccc(C(=O)N2CCN(Cc3ccccc3)CC2)cc1)S(=O)(=O)c1ccccc1	2	3	0	3	10	6	0

Compound profiles (already shown). Values in the order: Cneo AK release, esBAF inh, SIRT5 block, ARNT-TACC3 inh, miR122 inh, C2C12 statin, ERp5 inh
`CC(=O)NC(CC(=O)Nc1nc(-c2ccc(N(C)S(C)(=O)=O)cc2)cs1)c1ccccc1` (stereo unspecified) reads -2, 0, 0, 0, nt, -19, 1
`O=C(COc1ccccc1F)Nc1ccc(S(=O)(=O)N2CCCC2)cc1` reads 0, 2, 1, nt, nt, 4, 7
`Cc1cccc(OC2(c3ccccc3)OC(=O)c3ccccc32)c1C` (stereo unspecified) reads 1, -3, nt, 2, 7, -11, nt
`CCN1[C@@H]2c3ccc(C4=CCCC4)c(=O)n3C[C@@H]2[C@@H](CO)[C@@H]1C(=O)NCc1ccccn1` reads 1, -5, -16, 18, 6[16.7 µM], 5, -2

Compound activity: PubChem BioAssay, Broad Institute
